Screens: PubChem, National Center for Advancing Translational Sciences (NCATS)
GoLoco inh red – qHTS Assay for Inhibitors of RGS12 GoLoco Motif Activity (Red Fluorophore); Guanine nucleotide-binding protein G(i) subunit alpha-1 (Homo sapiens), P63096; Gai1:RGS12 GoLoco peptide FP, rhodamine, 10 min; Potency, µM (doses to about 61.6 µM), inactives show at the highest dose activity, negative = inhibition, hits mostly inhibitors; actives 0.44% (n = 230,000); AID 880, 2007; active means well fitted inhibition curve with a large enough effect, not every such curve was filed as active; inactive means no such curve, though single readings can be large or run the other way; further: nearly all actives have a fitted effect of over 30% in size; many of its hits are not listed in these tables
GAA spleen mod – qHTS Assay for Inhibitors and Activators of Human alpha-Glucosidase From Spleen Homogenate. human spleen homogenate, 4-MU-alpha-glucoside fluorescence. Potency, µM (doses to about 79.9 µM), inactives show top-dose activity change, negative = inhibition, most hits filed as inhibitors. actives 0.006% (n = 240,000). AID 2112, 2009;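 further: 0% = enzyme with vehicle and -100% = no enzyme basal signal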
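Compounds were titrated against alpha-glucosidase in spleen homogenate at pH 5.0, with 1 mM 4-methylumbelliferyl substrate for 40 min at 37 C. Reactions were quenched with pH 10 NaOH/glycine and fluorescence measured.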
TR SRC2 fluor cs – Total Fluorescence Counterscreen for Inhibitors of the Interaction of Thyroid Hormone Receptor and Steroid Receptor Coregulator 2; TRb/SRC2 Texas Red total fluorescence interference; Potency, µM (series often up to 106 µM), for inactives: at the highest dose fluorescence change, negative = quenching; actives 0.29% (n = 280,000); active means well fitted curve in either direction with a large enough effect; inconclusive means small, poorly fitted or top-dose-only effect
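Human TRb ligand-binding domain at 0.6 uM with 20 nM Texas Red SRC2 peptide in Tris buffer containing 1 uM T3 and 5% DMSO, incubated with compound 5 h at ambient temperature. Total fluorescence (555/632 nm) calculated as parallel + 2 × perpendicular.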
RECQ1 inh – qHTS Assay for Inhibitors of RecQ-Like Dna Helicase 1 (RECQ1); RECQ1 DNA unwinding, red fluorescence kinetic read; Potency, µM (highest dose often 57.3 µM), for inactives: at the top dose activity, negative = inhibition, actives largely listed as inhibitors; actives 0.54% (n = 240,000); AID 2549, 2010;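 further: plate controls were vehicle for no effect and no enzyme for full effect; nearly all actives have a fitted effect of over 30% in size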
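RECQ1T1 50 nM; forked duplex (20 bp + 30-nt ss tails) 200 nM, ATP 2 mM final; pH 8.0, 2 mM MgCl2, 2.5 ug/ml poly(dI-dC); 15 min compound preincubation; discontinuous kinetic read over 2 h at RT.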
TRb SRC2 PPI – qHTS for Inhibitors of the Interaction of Thyroid Hormone Receptor and Steroid Receptor Coregulator 2; Thyroid hormone receptor beta (Homo sapiens), P10828; TRbeta-SRC2 peptide binding, fluorescence polarization; receptor liganded with 1 µM T3; Potency, µM (doses to about 106 µM), for inactives: at the top dose activity change, negative = inhibition, actives largely listed as inhibitors; actives 0.065% (n = 280,000); AID 1469, 2008;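 further: plate controls were bound peptide for no effect and peptide without receptor for full effect; nearly all actives have a fitted effect of over 50% in size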
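Compounds were added to 0.6 uM TRb ligand-binding domain and 20 nM Texas Red-labeled SRC2 peptide in Tris buffer containing 1 uM T3, incubated 5 hr at ambient temperature, then read by fluorescence polarization.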
GAA inhib – qHTS Assay for Inhibitors of Human alpha-Glucosidase as a Potential Chaperone Treatment of Pompe Disease; AID 1466, 2008; Potency, µM (highest dose often 76.9 µM), for inactives: top-dose activity change, negative = inhibition, usual class: inhibitors; purified human GAA, 4-MU-alpha-glucoside fluorescence; Lysosomal alpha-glucosidase (Homo sapiens), P10253; actives 0.005% (n = 200,000);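 further: plate controls were uninhibited enzyme wells for no effect and no-enzyme background for full effect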
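Compounds are titrated up to 77 uM against 4 nM human enzyme. Substrate 4-methylumbelliferyl-alpha-D-pyranoside (400 uM) reacts 20 min at room temperature in pH 5.0 buffer; liberated 4-methylumbelliferone is read at 440 nm.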
GAA glycogen – qHTS Assay for Inhibitors and Activators of Human alpha-Glucosidase Cleavage of Glycogen; Lysosomal alpha-glucosidase (Homo sapiens), P10253; recombinant GAA, glycogen substrate, Amplex Red glucose oxidase fluorescence; Potency, µM (top dose mostly 76.4 µM), for inactives: top-dose activity change, negative = inhibition, usual class: inhibitors; actives 0.38% (n = 300,000);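 further: 0% = full enzyme reaction and -100% = no-enzyme basal signal; the screen sought inhibitors and activators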
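Recombinant human alpha-glucosidase (4 nM final) hydrolysed bovine liver glycogen (30 ug) for 40 min at 37 C in pH 5.0 citrate/phosphate with 0.01% Tween-20. Released glucose detected by glucose oxidase/Amplex Red, Ex 573/Em 610 nm. Compounds up to 77 uM; AC50 from Hill fits.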
L3MBTL1 block – qHTS Assay for the Inhibitors of L3MBTL1; AlphaScreen L3MBTL1–H3K9me1 peptide binding; actives 0.66% (n = 230,000); AID 485360, 2010; Lethal(3)malignant brain tumor-like protein 1 (Homo sapiens), Q9Y468; Potency, µM (titrated, usually from 57.1 µM), without a hit: at the highest dose activity, negative = inhibition, usual class: inhibitors; further: nearly all actives have a fitted effect of over 60% in size
Target sequence (Q9Y468 whole entry, looked up): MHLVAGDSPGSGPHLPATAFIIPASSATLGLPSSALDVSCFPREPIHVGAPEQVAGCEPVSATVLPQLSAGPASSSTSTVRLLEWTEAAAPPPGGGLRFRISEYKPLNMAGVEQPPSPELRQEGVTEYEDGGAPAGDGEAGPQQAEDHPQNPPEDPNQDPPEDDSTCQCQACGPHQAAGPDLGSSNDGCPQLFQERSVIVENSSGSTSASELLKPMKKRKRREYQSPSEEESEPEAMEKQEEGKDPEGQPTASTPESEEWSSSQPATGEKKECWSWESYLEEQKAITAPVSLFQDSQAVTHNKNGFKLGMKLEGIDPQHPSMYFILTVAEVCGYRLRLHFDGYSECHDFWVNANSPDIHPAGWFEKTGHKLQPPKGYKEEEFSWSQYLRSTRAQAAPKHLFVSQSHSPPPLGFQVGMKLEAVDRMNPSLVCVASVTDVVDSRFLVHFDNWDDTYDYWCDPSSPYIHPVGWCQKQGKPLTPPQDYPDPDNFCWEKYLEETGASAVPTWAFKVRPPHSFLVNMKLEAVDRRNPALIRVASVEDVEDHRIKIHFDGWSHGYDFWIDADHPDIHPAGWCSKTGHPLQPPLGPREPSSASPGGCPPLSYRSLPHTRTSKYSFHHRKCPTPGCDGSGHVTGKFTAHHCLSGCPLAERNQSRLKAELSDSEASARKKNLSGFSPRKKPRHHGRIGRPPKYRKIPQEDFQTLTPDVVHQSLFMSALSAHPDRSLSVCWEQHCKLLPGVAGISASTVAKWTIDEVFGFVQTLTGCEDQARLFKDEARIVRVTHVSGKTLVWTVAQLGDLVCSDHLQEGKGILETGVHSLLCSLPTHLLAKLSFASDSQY
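Displacement of a biotinylated histone H3(1-15) peptide monomethylated at Lys9 (75 nM) from L3MBTL1 (50 nM) was measured by AlphaScreen after a 30 min room-temperature compound incubation; cefsulodin titration served as intraplate control.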
Active calls of the source: *; i = inactive; ? = inconclusive; / = no result given; & = joins results of further samples; [ ] = another dose, or the depositor's remark. Unless noted, the call rests on the fitted dose curve; in most records, active means well fitted curve in the direction sought with a large enough effect; inconclusive means small, poorly fitted or top-dose-only effect, or another doubt; inactive means no such curve, though single readings can be large; an effect the other way counts as inactive or inconclusive. Unless noted, on the % scale 0 is the no-effect control and ±100 the full control effect; potency means the concentration at half of the fitted maximal effect. A portion of the library. The share of hits here may be higher or lower than overall.

SMILES | GoLoco inh red | GAA spleen mod | TR SRC2 fluor cs | RECQ1 inh | TRb SRC2 PPI | GAA inhib | GAA glycogen | L3MBTL1 block
Nc1nc(SCC(=O)Nc2ccc(OCc3ccccc3)cc2)n[nH]1 | 0.9% | 0.2% | -4.3% | -8.0% | -2.1% | / | -0.1% | -15.8%
Cc1cccc(N2C(=O)CS/C2=N\NC(=O)c2ccc(Cl)cc2)c1C | 1.9% | -9.1% | 0.0% | -4.9% | -19.3% | 0.1% | -2.5% | -6.0%
CC(C)CN(C#N)c1nc(N2CCOCC2)nc(N2CCOCC2)n1 | 1.1% | -8.9% | 2.8% | -11.6% | 10.7% | -3.0% | 14.5% | 3.9%
Cc1ccc(-c2cc(C(=O)Nc3cc(C)on3)c3ccccc3n2)c(C)c1 | 4.6% | -16.0% | 0.2% | 9.6% | -8.7% | -2.8% | -9.2% | -11.1%
CN(C)c1nc(C#N)nc(N2CCOCC2)n1 | 2.1% | -8.4% | 0.0% | -13.6% | -0.7% | 4.7% | 1.7% | -3.8%
O=C(COc1cccc(Cl)c1)Nc1ccc(N2CCOCC2)cc1 | 2.8% | -5.9% | -5.2% | -3.0% | -3.0% | -4.0% | 22.5% | /
Cc1cc(NC(=O)c2ccccc2)c(Cl)cc1N | -0.6% | -3.2% | -3.9% | 2.9% | 0.5% | / | -4.5% | /
O=C(CSc1nnc(Nc2ccccc2)s1)NN1C(=O)NC2(CCCCC2)C1=O | 2.0% | 3.6% | -3.2% | -2.9% | -8.5% | 6.5% | 0.1% | 6.0%
CC1CCC(C(C)C)C(OP(=O)(c2ccccc2)C(O)c2ccncc2)C1 (stereo not drawn) | 4.7% | -20.1% | -2.1% | -1.8% | -5.1% | 7.8% | 25.4% | /
Cc1nc(NC2=NCN(Cc3ccco3)CN2)nc2ccccc12 | 5.7% | -4.7% | 2.4% | -2.4% | -3.2% | -8.3% | 0.9% | 4.0%
COc1ccc(Cl)cc1NC(=O)Cn1nc(-c2ccc(C)cc2)n(C)c1=S | 3.1% | 2.9% | -1.4% | -2.7% | -1.6% | -12.6% | 8.2% | -11.2%
Cc1cccc(C)c1NC(=O)CSc1ncnc2nc[nH]c12 | 3.7% | -10.2% | 2.4% | -4.3% | -5.4% | 2.4% | -2.4% | 10.1%
Cc1ccc(/C=C/C(=O)NCc2cccs2)o1 | 1.2% | 0.2% | -2.0% | i | -0.5% | 0.5% | -0.4% | -8.1%
O=C(Nc1cccnc1)c1cccc(F)c1 | 3.0% | 6.9% | -2.3% | -3.2% | -1.1% | 1.6% | 9.6% | 0.6%
COc1cccc(CN2CCC(C(=O)N3CCN(c4ccccc4F)CC3)CC2)c1OC | -8.3% | -0.1% | 0.2% | i | -3.5% | -2.4% | -5.5% | 10.7%
O=C(Cc1cn2ccsc2n1)NCc1ccccc1 | -5.7% | 3.5% | -0.1% | -0.4% | 8.0% | 11.3% | -17.1% | ?
O=[N+]([O-])c1cc(C(F)(F)F)ccc1Sc1nccn1Cc1ccccc1 | -1.6% | 3.3% | -2.9% | -2.5% | -0.8% | -7.2% | -11.7% | -11.7%
CC1=CC(C)(C)n2c(O)c(N=N)c3c(C)ccc1c32 | -14.2% | 4.4% | 0.4% | 3.4% | -3.8% | / | -3.5% | -6.8%
COc1ccc(C2C(C(=O)/C=C/c3ccco3)=C(O)C(=O)N2CCN2CCOCC2)cc1 (stereo not drawn) | 21.3% | / | 2.4% | -4.6% | 1.4% | -0.7% | -28.4% | -17.0%
COc1ccc(NC(=O)c2cc(Cl)ccc2Cl)c([N+](=O)[O-])c1 | 8.4% | -4.6% | 0.4% | -1.7% | 4.2% | -9.5% | -14.1% | -4.9%

Quoted at random: 4 records from the list, in no set order.
SMILES | GoLoco inh red | GAA spleen mod | TR SRC2 fluor cs | RECQ1 inh | TRb SRC2 PPI | GAA inhib | GAA glycogen | L3MBTL1 block
O=C(Nc1cccnc1)c1cccc(F)c1 | 3.0% | 6.9% | -2.3% | -3.2% | -1.1% | 1.6% | 9.6% | 0.6%
Nc1nc(SCC(=O)Nc2ccc(OCc3ccccc3)cc2)n[nH]1 | 0.9% | 0.2% | -4.3% | -8.0% | -2.1% | / | -0.1% | -15.8%
O=C(COc1cccc(Cl)c1)Nc1ccc(N2CCOCC2)cc1 | 2.8% | -5.9% | -5.2% | -3.0% | -3.0% | -4.0% | 22.5% | /
Cc1cccc(C)c1NC(=O)CSc1ncnc2nc[nH]c12 | 3.7% | -10.2% | 2.4% | -4.3% | -5.4% | 2.4% | -2.4% | 10.1%

(list continues)
SMILES | GoLoco inh red | GAA spleen mod | TR SRC2 fluor cs | RECQ1 inh | TRb SRC2 PPI | GAA inhib | GAA glycogen | L3MBTL1 block
COC(=O)c1oc2ccc(Cl)cc2c1N | 0.4% | -3.2% | -4.2% | i | 1.1% | 0.1% | 2.3% | /
O=C(NCc1ccc2c(c1)OCO2)O[C@@H]1C(=O)c2cc(Br)ccc2O[C@H]1c1ccc2c(c1)OCO2 | -5.3% | -4.2% | -0.2% | -8.4% | 2.0% | / | / | /
CCN(C(=O)c1ccc(S(C)(=O)=O)cc1)C12CC3CC(CC(C3)C1)C2 | 7.6% | -0.4% | -5.6% | -2.4% | 9.4% | -13.0% | -7.7% | -5.6%
O=C(/C=C\c1ccc(-c2cccc([N+](=O)[O-])c2)o1)N1CCOCC1 | -8.2% | 0.6% | -1.1% | i | -5.5% | -4.6% | 5.3% | -14.2%
COc1ccc(F)cc1C(=O)C1CCCN(Cc2cccn2-c2ccccn2)C1 (stereo not drawn) | 11.3% | -1.1% | 2.3% | -7.6% | 2.9% | ? | 17.8% | -14.6%
CCOC(=O)C1CCN(Cc2cnc(Oc3ccc(N)cc3)s2)CC1 | -4.2% | 2.1% | -6.4% | -5.3% | 6.8% | 1.8% | -1.2% | -5.5%
COc1ccc(NC(=O)CCSc2ccc(C)cc2)cc1 | 4.1% | 0.2% | 7.6% | -6.3% | 6.8% | 1.2% | -6.7% | -0.1%
COc1ccc(S(=O)(=O)N(CC(=O)NCCC(C)C)c2ccccc2)cc1OC | 6.2% | -10.5% | -4.2% | -8.8% | -9.2% | -1.9% | 14.3% | -5.1%
Cc1ccc(S(=O)(=O)Nc2cccc3cccnc23)cc1 | 3.5% | 6.6%&6.5% | -0.1%&-2.0% | -8.8%&-9.4% | -4.6%&-2.9% | 0.8% | -11.8% | /
O=C(Cn1[nH]c(=O)c2ccccc2c1=O)NC1CCCCCC1 | 0.6% | -0.6% | 0.9% | i | -6.5% | -3.4% | -4.8% | /
CN1CCN(C(CNS(=O)(=O)c2ccc(F)cc2)c2cccnc2)CC1 (stereo not drawn) | 4.8% | -0.3% | -4.2% | i | -3.7% | 3.0% | -2.0% | -9.4%
COC(=O)C1CCCN1C(=O)COc1ccc(Cl)cc1Br (stereo not drawn) | 9.5% | 0.9% | -2.1% | -16.8% | -0.3% | 2.8% | -3.0% | -2.8%
O=C(Nc1ccccc1)NC1CCCCC1 | 4.7% | 9.6% | 2.8% | -4.6% | -13.1% | -9.8% | -13.1% | /
Cc1cccc2cc(COC(=O)c3ccccn3)c(=O)[nH]c12 | -1.7% | -0.9% | -0.1% | i | -16.3% | -14.6% | 4.6% | /
O=C(CSc1nncs1)Nc1ccc2c(c1)OCCO2 | -4.1% | -0.1% | -6.4% | -6.5% | -9.0% | -9.0% | -0.1% | /
O=C(CSc1nnc(-c2cnccn2)n1Cc1ccco1)c1ccc(Cl)c(Cl)c1 | 33.6%[activator] | 7.6% | -3.1% | -24.2% | 3.8% | -4.8%[15.4 µM] | -8.1% | -11.4%
O=[N+]([O-])c1ccc2[nH]c3nc4ccccc4nc3c2c1 | 19.0% | -4.2% | -1.9% | i | -0.1% | / | -3.5% | 12.7%
Cc1c(C(=O)NCCSCc2cccc(C(F)(F)F)c2)cnn1-c1ccc(F)cc1 | 8.0% | -12.1% | -1.5% | -1.6% | -7.1% | -5.7%[15.4 µM] | -10.5% | -0.5%
COc1ccc(NC(=O)Oc2cc(C)ccc2C(C)C)cc1 | 8.2% | -4.2% | -2.0% | i | 1.0% | / | -2.8% | 2.0%
Cc1cc(/C=N/n2cnnc2)c(C)n1-c1cccc(C(=O)O)c1 | -43.7% | 6.9% | -0.4% | 7.0% | 0.8% | -1.0% | -5.1% | -18.3%
CCN1C(=O)/C(=C2/C=Cc3cc(C)ccc3N2CC)N(C)C1=S | 2.5% | -2.0% | -12.8% | -10.2% | 8.7% | -2.7% | ? | -10.0%
CC(NC(=O)CCNC(=O)c1ccccc1Cl)C1CC2CCC1C2 (stereo not drawn) | 13.2% | 2.5% | 1.6% | -3.7% | -5.8% | 0.1% | 0.3% | 3.8%
O=[N+]([O-])c1ccc(Cc2nnc(-c3ccccc3Cl)o2)cc1 | 12.6% | 1.2% | -2.1% | -3.6% | -7.0% | 0.1% | -3.1% | /
O=C(NCCSCc1c(F)cccc1Cl)c1ccco1 | 3.3% | -5.0% | 1.8% | -7.2% | 10.1% | -1.0% | -1.4% | -13.6%
Cc1noc(C)c1CSc1ccccc1C(=O)Nc1nccs1 | -18.5% | -1.4% | -2.7% | -1.5% | 2.6% | -12.5% | 0.6% | ?
O=C(Nc1ccc(Cl)cc1C(=O)NCc1cccnc1)c1ccco1 | -3.7% | -0.8% | 2.4% | -2.9% | -4.9% | -4.9% | 3.3% | 5.0%
